Bioassay records from PubChem.
GLS inhibitor: inhibitors of human glutaminase (GLS). GLS enzymatic activity, qHTS titration. Potency, µM (titrated, usually from 45.5 µM), for inactives: at the highest dose activity change, negative = inhibition, usual class: inhibitors. 0.21% of 410,000 active
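Enzyme dispensed in phosphate buffer (45 mM, pH 8.2, 0.02% Tween-20), compounds pinned in, then 1 mM L-glutamine solution and the glutamate oxidase–HRP–Amplex Red mix added; fluorescence read immediately and again after 30 min at room temperature.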
ALOX12 inh: inhibitors of human 12S-lipoxygenase ALOX12. purified 12hLO, xylenol orange hydroperoxide absorbance. Potency, µM (titrated, usually from 108 µM), without a hit: top-dose activity change, negative = inhibition, most hits filed as inhibitors. 1.1% of 580,000 active. P18054
Target sequence (P18054 whole entry, looked up): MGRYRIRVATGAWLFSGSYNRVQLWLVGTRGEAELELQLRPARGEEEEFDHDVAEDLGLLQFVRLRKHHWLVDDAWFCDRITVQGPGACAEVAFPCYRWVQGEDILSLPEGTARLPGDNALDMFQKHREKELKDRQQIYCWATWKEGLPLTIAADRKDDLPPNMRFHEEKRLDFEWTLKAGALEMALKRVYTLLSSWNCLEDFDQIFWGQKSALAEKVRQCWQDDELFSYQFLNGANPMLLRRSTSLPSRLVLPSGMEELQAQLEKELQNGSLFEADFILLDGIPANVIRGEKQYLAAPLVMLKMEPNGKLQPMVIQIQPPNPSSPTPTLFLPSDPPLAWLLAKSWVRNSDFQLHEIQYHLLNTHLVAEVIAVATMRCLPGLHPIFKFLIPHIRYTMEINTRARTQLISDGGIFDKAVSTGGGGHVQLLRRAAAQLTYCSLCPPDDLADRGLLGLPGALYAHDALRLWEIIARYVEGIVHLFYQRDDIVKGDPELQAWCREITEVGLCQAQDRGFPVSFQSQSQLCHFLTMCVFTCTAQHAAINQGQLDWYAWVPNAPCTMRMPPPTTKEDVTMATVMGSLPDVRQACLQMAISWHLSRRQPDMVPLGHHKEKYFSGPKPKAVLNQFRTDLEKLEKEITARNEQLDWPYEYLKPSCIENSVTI
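Purified human 12hLO at 150 nM in 25 mM Hepes, 0.01% Triton X-100, pH 7.0, preincubated 15 min at room temperature with compound. Reaction started with 40 uM arachidonic acid, 30 min at room temperature. Hydroperoxide measured by Fe-xylenol orange, 573/405 nm absorbance ratio.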
Starred values were filed as active, the others as inactive; ? = inconclusive; [ ] = dose if it differs, or a comment. Calls come from the whole dose curve; as a rule, active = well fitted inhibition curve with a large enough effect; inconclusive = small, poorly fitted or top-dose-only effect, or another doubt; inactive = no such curve, though single readings can be large or run the other way. % is set by controls: 0 for no effect and ±100 for the full control effect; potency is the fitted concentration of half-maximal effect. This is a subset; rates above refer to the full screens.

GLS inhibitor | ALOX12 inh | Structure
9.2% | -3.3% | CCOC(=O)N1CCN(C(=O)C[C@@H]2C[C@@]3(C(=O)OCC)CCC=C3N(Cc3ccccc3)C2=O)CC1
8.1% | ? | Cc1ccc(-c2nc3ccc(C)cn3c2Cc2ccccc2C(F)(F)F)cc1
-2.2% | -17.6% | COc1ccc(Cn2cc(CN3CCOCC3)nn2)cc1
7.7% | -8.2% | Cn1cc(-c2csc(C(C)(O)c3cccc(F)c3)n2)cn1 (stereo not drawn)
-1.7% | -15.7% | OC[C@@H]1CN(Cc2cccs2)C[C@H](n2cnc3c(NCc4ccco4)ncnc32)O1
-12.3% | ? | O=C(O)c1cc(=O)[nH]c(=O)[nH]1
-4.3% | -12.6% | Cc1cc(C(=O)N2CCC2(C)C(=O)NS(=O)(=O)c2cccc(OC(F)F)c2)nn1C (stereo not drawn)
1.2% | ? | C[C@H](O)[C@@H]1CN2CCc3c([nH]c4ccccc34)[C@@H]2C[C@@H]1N(C)C(=O)Nc1ccc(Br)cc1
18.4% | ? | C=CCN(CC=C)Cc1cc(=O)oc2cc(OC)c(Cl)cc12
-11.6% | 2.4% | CCCNC(=O)c1cc(C2CCCN(C(=O)c3cc(C(C)(C)C)nn3C)C2)on1 (stereo not drawn)
-2.1% | 1.7% | OC[C@@H]1CN(Cc2ccc(-c3ccccc3)cc2)C[C@H](n2cnc3c(NC4CCCC4)ncnc32)O1
0.4% | 6.1% | CCCNC(=O)c1cc(C2CCCN(C(=O)c3ccccc3)C2)on1 (stereo not drawn)
25.6% | -7.1% | Cc1cc(C)n2c(NCc3ccccc3)c(CCc3ccccc3)nc2n1
12.9% | -12.1% | Nc1[nH]c(C(=O)c2ccccc2)c(-c2ccc(Cl)c(F)c2)c1C(=O)NCCc1c[nH]c2ccccc12
-8.4% | -2.3% | CCOC(=O)C1(C)CCN1C(=O)c1cc(OC)c(OC)c(OC)c1 (stereo not drawn)
-14.2% | -3.2% | Cc1ccccc1Cn1c(C)c(C(=O)NCc2cccc(Cl)c2)sc1=O
0.5% | ? | O=C1C(Sc2ccccc2)=C[C@@]2(O)CC[C@@H](O)[C@]1(Sc1ccccc1)[C@H]2O
29.1% | 6.4% | CCc1nc2ccc(C(=O)N3CCN(C(C)=O)CC3)cn2c1N(CCC(C)C)CCN(C)C
2.1% | -2.7% | O=C(NCC1CCCCC1)c1ccc2sc([C@H]3C[C@H](O)[C@@H](CO)O3)nc2c1
8.9% | ? | Cc1ccc(-c2csc(C(O)c3ccc(F)cc3)n2)cc1C (stereo not drawn)
-8.8% | ? | O=C1Nc2ccccc2N=C(c2ccc3c(c2)OCO3)C1N(CCc1ccccc1)C(=O)CSc1ncccn1 (stereo not drawn)
3.7% | 1.3% | CCNC(=O)C1CCCN(C(=O)c2ccccc2F)CC1 (stereo not drawn)
-6.2% | 1.8% | CN1CCN(C(=O)c2cc3c(c(-c4cccc(Br)c4)n2)[C@H](CCO)N(S(=O)C(C)(C)C)C3)CC1 (stereo partly drawn)
14.3% | 4.1% | CCOC(=O)C1(C)CCCN(C(=O)c2cc(OC)c(OC)c(OC)c2)C1 (stereo not drawn)
2.4% | 0.1% | COc1cc(-c2cc(NC(C)=O)c3ncc(-c4cc(OC)c(OC)c(OC)c4)n3c2)cc(OC)c1OC
-10.8% | 5.4% | CCOC(=O)C1(C)CCCCCN1C(=O)c1csnn1 (stereo not drawn)
5.5% | -26.0% | CC1(c2nnnn2Cc2ccccc2)CCC(=O)N1CC1CCCCC1 (stereo not drawn)
2.7% | 8.2% | C#CCNC(=O)C[C@@H]1C[C@@]2(C(=O)OCC)CCCC=C2N(Cc2cccc3ccccc23)C1=O
24.0% | ? | CCc1nc2ccc(C(=O)NCCc3ccccn3)cn2c1N(CC)CCOC
6.0% | ? | COc1ccc(NC(=O)C2(C)CCN2Cc2ccc(SC)cc2)cc1OC (stereo not drawn)
1.5% | ? | Cn1ccc2c(-c3ccc(C(=O)O)cc3)cc3c(c21)C1CCC3O1 (stereo not drawn)
2.9% | 3.1% | Cc1c(C(=O)NCc2cccc(C(F)(F)F)c2)sc(=O)n1Cc1ccc(S(=O)(=O)N(C)C)cc1
11.3% | ? | COc1ccccc1Cc1c(-c2ccco2)nc2ccc(C)cn12
-11.8% | 5.6% | CN(Cc1cccc(C(F)(F)F)c1)C(=O)[C@H]1O[C@@H](n2ccc(N)nc2=O)[C@H](O)[C@@H]1O
-10.0% | 6.2% | CCOC1=C2[C@@H](CN(S(=O)(=O)c3ccccc3C)[C@H]2c2ccc(Cl)cc2)[C@H]2C(=O)NC(=O)[C@H]2C1
11.1% | 0.2% | COc1cc(CNC(=O)c2cc(-c3cc(Cl)ccc3C)n[nH]2)cc(OC)c1
9.7% | -11.7% | CC(=O)Nc1cccc(-c2ccnc3c2CC(C(=O)NCc2ccc(N(C)C)cc2)O3)c1 (stereo not drawn)
1.0% | ? | C[C@@H](NC(=O)[C@@H]1CCCN1C(=O)[C@@H]1CCCN1C(=O)c1cccc(Cl)c1)c1ccccc1
6.5% | 0.0% | CCCCCCn1cc(CN2CC(N3CCCCC3)CS2(=O)=O)nn1 (stereo not drawn)
0.1% | 10.1% | CC(C)(C)c1ccc(C(=O)N2CCC2(C)C(=O)NCC(F)(F)F)cc1 (stereo not drawn)
2.0% | -23.5% | Cc1ccc(C(NC(=O)C2CCN(CCOc3ccccc3)CC2)c2ccccn2)cc1 (stereo not drawn)
2.6% | -3.5% | CCNC(=O)C1(C)CCN(C(=O)c2ccc(OC)cc2OC)C1 (stereo not drawn)
0.4% | ? | C[C@H](c1ccccc1)N1C[C@H](COCc2ccccc2)Oc2cc(N3CC[C@H](N(C)C)C3)ccc2S1(=O)=O
5.9% | 7.9% | COCCNc1nc2cc(-c3cccc(C(F)(F)F)c3)sc2c(=O)n1C
5.6% | 4.1% | OC[C@H]1O[C@@H](c2nc(-c3ccc(Br)cc3)no2)C[C@@H]1O
7.0% | 0.0% | CC(C)C[C@H]1CNC(=S)N1C[C@H]1CCCN1C[C@H](Cc1ccc(O)cc1)N1C[C@H](Cc2ccccc2)N(CC2CCCCC2)C1=S
-8.1% | ? | COc1ccc(CN2CCCC(C(=O)N3CCCC3)C2)c(OC)c1OC (stereo not drawn)
5.8% | -1.8% | COCCNC(=O)C1(C)CCCN(C(=O)c2cc(F)ccc2C)C1 (stereo not drawn)
3.8% | -25.0% | CC1(C(=O)Nc2ccc3c(c2)OCO3)Cc2c(-c3ccccc3)ccnc2O1 (stereo not drawn)
-1.4% | -15.3% | CC(C)COC(=O)N1CCCCC1c1cc(C(=O)NCc2cccnc2)no1 (stereo not drawn)
14.2% | -0.2% | O=c1[nH][nH]c2c1C(C1CCCCC1)OC(C1CCCCC1)C2 (stereo not drawn)
5.1% | -12.7% | COc1ccc(CNC(=O)/C=C/[C@H]2O[C@@H](n3cnc4c(NC(=O)c5ccccc5)ncnc43)[C@H](O)[C@@H]2O)cc1
3.0% | 3.0% | COCCN1C(=O)c2ccccc2C1c1nnnn1C(C)C (stereo not drawn)
-7.3% | -11.5% | COc1cccc(-c2cnc3c(NC=O)cc(-c4cccc(NC(C)=O)c4)cn23)c1
7.2% | 1.7% | O=C(Nc1ccc(N2CCOCC2)cc1)c1cccc2c(-c3ccc(F)c(F)c3)coc12
6.1% | ? | CC(=O)C1=CCC(c2ccc(Cl)cc2)N(S(=O)(=O)c2ccccc2C)C1 (stereo not drawn)
1.9% | 1.9% | CCCCC(=O)N(C)c1c(C)nc2ccc(C(=O)N(CC)CCN(C)C)cn12
2.5% | 4.9% | CC1(C(=O)Nc2cccc(NS(C)(=O)=O)c2)Cc2c(-c3ccc(C(N)=O)cc3)ccnc2O1 (stereo not drawn)
0.8% | 5.5% | NC(c1ccc(F)c(F)c1)c1nc(-c2cc(F)cc(F)c2)cs1 (stereo not drawn)
8.5% | -5.0% | OC[C@@H]1CN(Cc2cccs2)C[C@H](n2cnc3c(NC4CCCC4)ncnc32)O1

Entries above with a CF3 group, in the order listed:
GLS inhibitor | ALOX12 inh | Structure
8.1% | ? | Cc1ccc(-c2nc3ccc(C)cn3c2Cc2ccccc2C(F)(F)F)cc1
2.9% | 3.1% | Cc1c(C(=O)NCc2cccc(C(F)(F)F)c2)sc(=O)n1Cc1ccc(S(=O)(=O)N(C)C)cc1
-11.8% | 5.6% | CN(Cc1cccc(C(F)(F)F)c1)C(=O)[C@H]1O[C@@H](n2ccc(N)nc2=O)[C@H](O)[C@@H]1O
0.1% | 10.1% | CC(C)(C)c1ccc(C(=O)N2CCC2(C)C(=O)NCC(F)(F)F)cc1 (stereo not drawn)
5.9% | 7.9% | COCCNc1nc2cc(-c3cccc(C(F)(F)F)c3)sc2c(=O)n1C

Returning to the listing with the two entries that preceded the break.
GLS inhibitor | ALOX12 inh | Structure
0.8% | 5.5% | NC(c1ccc(F)c(F)c1)c1nc(-c2cc(F)cc(F)c2)cs1 (stereo not drawn)
8.5% | -5.0% | OC[C@@H]1CN(Cc2cccs2)C[C@H](n2cnc3c(NC4CCCC4)ncnc32)O1
2.7% | -1.7% | CCCCn1nnnc1C1(C)CCC(=O)N1CCOC (stereo not drawn)
0.3% | -3.9% | COCCNc1ncnc2c1ncn2[C@H]1CN(Cc2ccc(OC)cc2)C[C@@H](CO)O1
-1.0% | -15.4% | CCOC(=O)N(C)c1c(CC)nc2c(OCCC3CCCCC3)cccn12
5.5% | 1.7% | CCCC(=O)N1CCC1(C)C(=O)Nc1ccc(-n2cncn2)cc1 (stereo not drawn)
7.6% | 4.1% | CCc1nc2ccc(C(=O)N3CCN(C(=O)c4ccco4)CC3)cn2c1N(C)Cc1nccs1
16.7% | -24.5% | CC1(C(=O)NS(=O)(=O)Cc2ccccc2C(F)(F)F)CCN1C(=O)C/C=C/c1ccccc1 (stereo not drawn)
5.6% | 9.9% | COc1ccc(-c2cnc3c(NC(C)=O)cc(-c4cccc(C(=O)NCCO)c4)cn23)cc1OC
-1.4% | ? | COC(=O)[C@@]1(Cc2ccc(OC)cc2)[C@H]2c3cc(C(=O)N4CCCC4)n(CCc4ccc(OC)c(Br)c4)c3C[C@H]2CN1C(=O)c1ccccc1
-33.3% | -5.1% | COc1ccccc1Cc1c(C2CCCCC2)nc2cc(C)c(Br)c(C)n12
-1.1% | 10.5% | CCNC(=O)C1(C)CCCN(C(=O)c2ccc(OC)c(F)c2)C1 (stereo not drawn)
2.5% | ? | CN(Cc1ccc(Cl)cc1)C(C(=O)NC1CCCCC1)c1ccnc2ccccc12 (stereo not drawn)
4.5% | 1.8% | Cc1ccc(S(=O)(=O)NC(=O)C2(C)CCN2C(=O)c2ccccc2CCc2ccccc2)cc1 (stereo not drawn)
-1.8% | -7.2% | CCOC(=O)C1=C[C@@H](C2CCCCC2)N(S(=O)(=O)c2ccc([N+](=O)[O-])cc2)[C@H]1c1ccccc1
-11.7% | ? | COc1ccc(-c2csc(C(C)(O)c3cccc(F)c3)n2)cc1OC (stereo not drawn)
0.8% | 2.0% | CN(CCO)c1cccc2c1S(=O)(=O)N[C@@H](Cc1ccccc1)CO2
0.8% | 4.2% | CCCC(C)(C)C(=O)N1CCC1(C)C(=O)Nc1ccc(OC)c(OC)c1 (stereo not drawn)
-11.0% | 28.7% | Cc1ccc2nc(-c3cccc(Cl)c3)c(Cc3ccccc3)n2c1
-2.3% | ? | FC(F)(F)c1ccccc1Cc1c(C2CCCCC2)nc2ccc(Cl)cn12
-1.5% | -11.2% | CCNC(=O)C1(C)CCCN(C(=O)c2cc(C)n(C(C)(C)C)n2)C1 (stereo not drawn)
? | -24.4% | O=S1(=O)C[C@@H](N2CCC[C@@H]2CO)[C@H](COCc2ccccc2)N1
11.3% | -7.3% | CCOC(=O)C1=CC[C@@H](c2ccccc2)N(S(=O)(=O)c2ccc(C)cc2)[C@H]1c1ccc(C#N)cc1
16.9% | 8.8% | CC(=O)Nc1ccc(CN(C)c2c(C)nc3ccc(C(=O)N(C)Cc4ccco4)cn23)cc1
-4.8% | -3.9% | CC1(C(=O)NS(=O)(=O)c2ccc(F)cc2F)CCN1C(=O)C1CCCCC1 (stereo not drawn)
-1.5% | 0.4% | COc1ccc(C(NC(=O)C2CCN(C/C=C/c3ccc(OC(C)=O)c(OC)c3)CC2)c2ccccn2)cc1 (stereo not drawn)
2.0% | -8.4% | O=C(CC[C@H]1O[C@@H](n2cnc3c(NC(=O)c4ccccc4)ncnc32)[C@H](O)[C@@H]1O)NCC(F)(F)F
20.3% | ? | Cc1ccc(-c2nn(-c3ccccc3)cc2C=C2SC(=S)N(CCS(=O)(=O)O)C2=O)cc1
5.8% | 3.8% | CCc1nc2ccc(C(=O)N3CCC(O)(Cc4ccccc4)CC3)cn2c1N(C)C(=O)Cc1ccccc1
0.8% | ? | COc1cccc(C(O)c2nc(/C=C/c3ccccc3)cs2)c1 (stereo not drawn)
2.2% | 1.2% | COCOc1cccc(CN2CCC2(C)C(=O)Nc2cc(OC)ccc2OC)c1 (stereo not drawn)
2.8% | 0.8% | CCCCN1C(=O)C(CC(=O)NC(c2ccccc2)c2ccccc2)CC(C(=O)N2CCCCCC2)=C1C (stereo not drawn)
2.6% | 9.1% | Cc1noc(C)c1C(=O)N1CCC1(C)C(=O)NS(=O)(=O)c1ccc(Br)cc1 (stereo not drawn)
2.4% | -14.2% | COC(=O)[C@]12CCCCC=C1N(CCC1=CCCCC1)C(=O)[C@H](CC(=O)NCCCCc1ccccc1)C2
23.6% | 133.8%[activator] | COC(=O)CCCC[C@@H]1O[C@H](CCc2ccccc2)Cc2[nH][nH]c(=O)c21
